# Compound activity as filed in PubChem.
# G9a inh: qHTS Assay for Inhibitors of Histone Lysine Methyltransferase G9a; Histone-lysine N-methyltransferase EHMT2 (Homo sapiens), Q96KQ7; G9a H3K9 monomethylation, AlphaScreen, 2 h; Potency, µM (doses to about 102 µM), without a hit: at the highest dose activity, negative = inhibition, most hits filed as inhibitors; 350,000 tested, 8.8% active; AID 504332, 2011; also: nearly all actives have a fitted effect of over 75% in size
#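 Methyltransferase reactions run at room temperature for 2 h (20 nM enzyme, 500 nM biotin-H3K9 peptide, 20 uM SAM) after a 15 min compound preincubation; product detected by AlphaScreen beads and anti-H3K9me1 antibody.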
# BAZ2B block: qHTS Assay for Inhibitors of BAZ2B; 360,000 tested, 4.4% active; Potency, µM (top dose mostly 114 µM), inactives show at the top dose activity change, negative = inhibition, most hits filed as inhibitors; Bromodomain adjacent to zinc finger domain protein 2B (Homo sapiens), Q9UIF8; AID 504333, 2011; AlphaScreen BAZ2B-H3K14Ac peptide displacement; also: nearly all actives have a fitted effect of over 60% in size
# Target sequence (Q9UIF8 whole entry, looked up, the tested form may be a part): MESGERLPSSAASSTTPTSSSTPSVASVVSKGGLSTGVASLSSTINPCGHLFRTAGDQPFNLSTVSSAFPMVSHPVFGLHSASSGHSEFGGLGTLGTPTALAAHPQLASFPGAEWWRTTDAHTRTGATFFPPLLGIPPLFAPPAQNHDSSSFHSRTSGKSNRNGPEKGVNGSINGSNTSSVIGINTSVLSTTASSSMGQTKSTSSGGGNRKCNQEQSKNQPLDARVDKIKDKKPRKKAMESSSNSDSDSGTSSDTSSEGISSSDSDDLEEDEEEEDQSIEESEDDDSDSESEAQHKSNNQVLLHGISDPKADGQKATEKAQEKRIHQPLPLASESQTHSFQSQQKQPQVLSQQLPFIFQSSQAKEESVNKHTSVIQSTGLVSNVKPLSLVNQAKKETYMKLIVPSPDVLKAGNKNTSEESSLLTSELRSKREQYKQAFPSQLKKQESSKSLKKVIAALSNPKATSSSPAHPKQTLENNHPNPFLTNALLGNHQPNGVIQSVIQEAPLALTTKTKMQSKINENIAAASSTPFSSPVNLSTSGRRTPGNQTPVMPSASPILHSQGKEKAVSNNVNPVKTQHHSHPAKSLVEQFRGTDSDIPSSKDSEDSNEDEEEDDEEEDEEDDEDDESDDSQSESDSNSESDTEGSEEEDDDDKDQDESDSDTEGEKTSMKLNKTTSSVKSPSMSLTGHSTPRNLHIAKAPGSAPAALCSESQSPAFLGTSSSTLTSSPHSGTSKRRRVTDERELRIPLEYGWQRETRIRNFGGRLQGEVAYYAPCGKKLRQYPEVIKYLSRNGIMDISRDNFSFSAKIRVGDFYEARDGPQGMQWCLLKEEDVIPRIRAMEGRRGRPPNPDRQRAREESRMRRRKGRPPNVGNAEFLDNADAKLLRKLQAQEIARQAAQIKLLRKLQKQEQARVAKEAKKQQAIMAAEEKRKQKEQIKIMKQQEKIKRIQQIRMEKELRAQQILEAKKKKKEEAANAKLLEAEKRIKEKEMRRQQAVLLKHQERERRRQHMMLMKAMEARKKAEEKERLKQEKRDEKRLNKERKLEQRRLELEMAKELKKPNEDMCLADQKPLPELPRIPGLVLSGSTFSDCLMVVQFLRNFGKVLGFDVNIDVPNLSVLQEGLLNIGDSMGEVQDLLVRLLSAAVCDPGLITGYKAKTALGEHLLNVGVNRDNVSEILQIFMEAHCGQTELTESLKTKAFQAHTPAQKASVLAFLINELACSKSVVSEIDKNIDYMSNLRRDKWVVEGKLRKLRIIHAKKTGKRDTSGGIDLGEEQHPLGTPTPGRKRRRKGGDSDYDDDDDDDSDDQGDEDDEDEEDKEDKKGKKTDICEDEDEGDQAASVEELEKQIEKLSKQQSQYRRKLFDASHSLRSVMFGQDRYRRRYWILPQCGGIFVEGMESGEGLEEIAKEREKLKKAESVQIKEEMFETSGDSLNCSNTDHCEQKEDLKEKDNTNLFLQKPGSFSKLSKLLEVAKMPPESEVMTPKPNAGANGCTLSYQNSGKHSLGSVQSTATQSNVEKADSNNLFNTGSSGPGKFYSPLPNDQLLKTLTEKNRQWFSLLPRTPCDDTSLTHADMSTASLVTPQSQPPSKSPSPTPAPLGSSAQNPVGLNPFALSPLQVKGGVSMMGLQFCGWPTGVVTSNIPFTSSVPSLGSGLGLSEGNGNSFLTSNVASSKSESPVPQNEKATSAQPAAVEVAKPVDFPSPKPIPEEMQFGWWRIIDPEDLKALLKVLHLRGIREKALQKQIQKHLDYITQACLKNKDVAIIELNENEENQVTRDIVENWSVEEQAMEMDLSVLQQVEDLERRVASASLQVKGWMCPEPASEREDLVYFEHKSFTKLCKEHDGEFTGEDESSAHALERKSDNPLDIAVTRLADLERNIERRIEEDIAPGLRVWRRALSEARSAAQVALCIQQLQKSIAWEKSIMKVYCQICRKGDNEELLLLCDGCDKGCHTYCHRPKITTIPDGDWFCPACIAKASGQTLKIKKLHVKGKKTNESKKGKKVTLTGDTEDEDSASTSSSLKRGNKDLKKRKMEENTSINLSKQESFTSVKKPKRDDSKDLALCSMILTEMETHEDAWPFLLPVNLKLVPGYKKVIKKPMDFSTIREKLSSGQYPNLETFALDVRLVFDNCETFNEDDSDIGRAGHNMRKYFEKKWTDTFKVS
#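 Compounds, titrated to a top concentration of 110 uM, were incubated 30 min at room temperature with preformed BAZ2B/acetyl-K14 H3 peptide complex (50 nM each). Proximity signal was measured by AlphaScreen after 20 min with beads.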
# Starred values were filed as active, the others as inactive; ? = inconclusive; [ ] = dose if it differs, or a comment. Calls follow the shape of the dose curve; as a rule, active = well fitted inhibition curve with a large enough effect; inconclusive = small, poorly fitted or top-dose-only effect; inactive = no such curve, though single readings can be large or run the other way. % is scaled to controls: 0 for no effect and ±100 for the full control effect; potency is read from the fitted curve at half-maximal effect. These rows are one share of the data; rates above refer to the full screens.
SMILES,G9a inh,BAZ2B block
Cc1ccc2nc(-c3ccccc3)nc(SC(C)C(=O)NCc3cccs3)c2c1 (centres undefined),48%[activator][59 µM],2%
Cn1cc(C(=O)NCc2cccnc2)c(=O)c2cc(S(=O)(=O)N3CCCCCC3)ccc21,8%,-19%
CCOC(=O)COc1cccc2c(=O)n(CC(=O)NCCc3ccc(OC)c(OC)c3)ccc12,?,0%
CC1CC(C)CN(CCCNC(=O)C2CCN(c3ncnc4c3sc3cccc(F)c34)CC2)C1 (centres undefined),?,?
CC(C)/C=C/CN1CCC(Oc2ccc(C(=O)N3CCCC3)cc2)CC1,8%,0%
O=C(Sc1cccc2cccnc12)c1ccc(F)cc1,?,?
Cc1ccc(S(=O)(=O)C(C#N)c2nc3ccccc3nc2N2CCCCC2)cc1 (centres undefined),45µM*,6%
Cc1occc1C(=O)n1cnc2ccccc21,?,11%
COC(=O)c1c(-c2ccc(OC)cc2)sc2ccccc12,-5%[0.501 µM],182%[activator]
CCOC(=O)c1c(NC(=O)C2=C(C)NC(=S)NC2c2ccc(CC)cc2)sc(C)c1C (centres undefined),19%[59 µM],-2%
Cc1nn(-c2ccccn2)c2c1C(c1ccccn1)C1=C(CCCC1=O)N2 (centres undefined),-2%[59 µM],-6%
O=C1NN(c2ccc(Cl)c(Cl)c2)C(=O)/C1=C/c1cccc(OC(=O)c2cccs2)c1,?,50µM*
O=C(Nc1ccccc1Cl)C1CC(=O)n2c(nc3ccccc32)N1 (centres undefined),-32%,-6%
O=C(Cn1c2ccc(F)cc2c2nc3n(c(=O)c21)CCS3)Nc1ccccc1F,-2%,-5%
Cc1nc2c3ccccc3n(CCN3CCCCC3)c2s1,9%[12.7 µM],-6%
O=C(O)Cc1cc(C(=O)Nc2ccc(Br)cc2)sc1-c1ccccc1,-6%[59 µM],3%
CCCC(C)NC(=O)c1ccc(-c2ccccc2)cc1 (centres undefined),?,10%
CCN(CC)CCN1C(=O)C(=O)/C(=C(/O)c2cnn(-c3ccccc3)c2C)C1c1cccs1 (centres undefined),?,9%
ClCC1=Nc2cccc3cccc(c23)N1,?,79µM*
COc1cc(-c2noc(CCC(N)=O)n2)cc(OC)c1OC,9%[59 µM],-4%
Cc1cc(C)nc(NC(=O)c2ccc3c(c2)OCO3)c1,-14%[59 µM],-21%
Cc1nc(NC(=O)c2ccc(Cl)cc2)sc1-c1csc(Nc2cccc(F)c2)n1,50µM*,-3%[57.1 µM]
C#CCOCCOCCOCCNc1nc(N2CCN(C(=O)[C@H](C)n3cc(CCCN=C(N)N)nn3)CC2)nc(N2CCN(C(=O)[C@H](Cc3ccc(O)cc3)n3cc(CCO)nn3)CC2)n1,32µM*,?
CCN(CC)CCN1C(=O)C(=O)/C(=C(/O)c2ccc(C)cc2)C1c1ccncc1 (centres undefined),2%[12.7 µM],12%
Cc1nc(C)c(C)nc1C,-4%[59 µM],-4%

# Structures above with two or more sulfur atoms:
SMILES,G9a inh,BAZ2B block
Cc1ccc2nc(-c3ccccc3)nc(SC(C)C(=O)NCc3cccs3)c2c1 (centres undefined),48%[activator][59 µM],2%
CCOC(=O)c1c(NC(=O)C2=C(C)NC(=S)NC2c2ccc(CC)cc2)sc(C)c1C (centres undefined),19%[59 µM],-2%
Cc1nc(NC(=O)c2ccc(Cl)cc2)sc1-c1csc(Nc2cccc(F)c2)n1,50µM*,-3%[57.1 µM]

# Profiles as entered above. Order of values: G9a inh | BAZ2B block
# O=C(Nc1ccccc1Cl)C1CC(=O)n2c(nc3ccccc32)N1 (centres undefined) reads -32% | -6%
# Cc1occc1C(=O)n1cnc2ccccc21 reads ? | 11%
# Cn1cc(C(=O)NCc2cccnc2)c(=O)c2cc(S(=O)(=O)N3CCCCCC3)ccc21 reads 8% | -19%

# (further entries)
SMILES,G9a inh,BAZ2B block
CCC(=O)NC(c1cccs1)c1cc(Br)c2cccnc2c1O (centres undefined),-34%[12.7 µM],71µM*
Cc1ccc(CSCC(N)C(=O)O)cc1 (centres undefined),16µM*,-2%
Cc1noc2nc(-c3cccs3)cc(-c3nnc4n3CCCCC4)c12,-26%,5%
CCOC(OCC)c1cn(Cc2ccc3c(c2)C(=O)c2ccccc2C3=O)nn1,?,?
Cc1ccc2c(c1)C1C=CCC1C(C(=O)O)N2 (centres undefined),4µM*,6.3µM*
O=C(/C=C/c1ccco1)c1ccc(O)cc1,?,?
CC1=CC(=Nc2c(C)n(C)n(-c3ccccc3)c2=O)C=CC1=O,10µM*,45µM*
CCn1c(SCC(=O)Nc2ccccc2C(=O)OC)nc2c1c(=O)n(C)c(=O)n2C,28µM*,2%
O=C(C1=C(O)C(=O)N(CCCN2CCOCC2)C1c1ccccn1)c1cccs1 (centres undefined),4%[59 µM],8%
O=C1N=c2ccc(Br)cc2=C1c1sc(=O)[nH]c1O,45µM*,?
COC(=O)c1ccccc1NC(=O)CSc1nnc(-c2ccc(C)cc2)o1,0%[59 µM],0%
COc1cc2c(cc1OC)C1O[C@](c3ccsc3)(C2)Oc2cc(C)n(Cc3ccccc3)c(=O)c21,13%[2.33 µM],4µM*
CCOc1cc(S(=O)(=O)NCc2ccccn2)c(C)cc1C,?,?
Cc1ccc2c(c1)c1nnc(SCC(=O)NC3CC3)nc1n2C,22%,-15%
O=C(NC1CCS(=O)(=O)C1)c1cccnc1 (centres undefined),-37%,-32%
COC(=O)c1c(N)n(-c2ccc(N3CCOCC3)cc2)c2nc3ccccc3nc12,10µM*,?
COc1cc([C@@H]2c3cc4c(cc3[C@@H](O)[C@@H](CO)[C@@H]2CO)OCO4)cc(OC)c1O[Si](C)(C)C(C)(C)C,-36%[59 µM],?
O=C(Cc1c[nH]c2ccccc12)Nc1cccc(S(=O)(=O)N2CCCCC2)c1,45µM*,?
CCOC(=O)C1(CC2CC2)CCN(Cc2ccc(O)c(Cl)c2)CC1,-3%,-2%
Cc1ccccc1NC(=O)c1ccc(Cl)c(NC(=O)c2cccnc2)c1,-47%,-2%
Cc1ccc(N(CCC(=O)Nc2nnc(C3CC3)s2)S(=O)(=O)c2ccccc2)cc1,-21%[59 µM],-13%
O=C(Nc1nc2ccccc2s1)c1ccc2c(c1)S(=O)(=O)c1ccccc1C2=O,?,-1%
Cc1ccc(-n2c(=O)c3sccc3n(Cc3cc(=O)n4ccccc4n3)c2=O)cc1F,18%[59 µM],-10%
COc1cc2c(cc1OC)[C@@H]1O[C@](c3ccsc3)(C2)Oc2cc(C)n(-c3ccccc3)c(=O)c21,-14%[2.33 µM],-1%[22.9 µM]
Cc1nc(C2CCC3C4CCC5=CC(=O)CC[C@]5(C)C4CC[C@]23C)cs1 (some centres undefined),-2%[12.7 µM],-15%

# The list continues:
SMILES,G9a inh,BAZ2B block
Cc1cccc(/C(N)=N/OC(=O)c2cccc3ccccc23)c1,4%,94%[activator]
CNC(=O)c1c(NC(=O)c2nc3ccccc3s2)sc2c1CCC2,40µM*,-10%
O=C(CSc1nnc(Cc2cc(=O)[nH]c(=O)[nH]2)n1-c1ccc(Cl)cc1)N1CCc2ccccc21,14%,-8%
Cc1cccc(NC(=O)C2CCCN2S(=O)(=O)c2cccc3cccnc23)c1 (centres undefined),?,-34%
Cc1ccc(-c2cc(C(=O)N/N=C/c3c(C)nn(-c4ccccc4)c3C)[nH]n2)cc1,-19%[59 µM],4%
Cc1[nH][nH]c(=O)c1N=Nc1ccccc1C#N,45µM*,?
CCC(=S)/C=C1\Sc2ccc3ccccc3c2N1CCCS(=O)(=O)O,?,?
O=C1CSC(=S)N1N1C(=O)c2cccc([N+](=O)[O-])c2C1=O,6.3µM*,?
CCCCc1ccc(-c2nc(NC(=O)C3C4CCC(O4)C3C(=O)O)sc2C)cc1 (centres undefined),50µM*,?
CC(=O)NC(c1ccco1)c1cc(Br)c2cccnc2c1O (centres undefined),8%[12.7 µM],28µM*
O=C(NC1CCCCC1)C(c1cc2c(cc1[N+](=O)[O-])OCO2)N1CCCCC1 (centres undefined),-6%,?
CC(=O)Nc1nc2c(c3c1c(=O)oc1ccccc13)CCCCC2,1%,1%
CCCc1cc(-c2[nH]ncc2-c2ccc3c(c2)OCCCO3)c(O)cc1OC,-45%,?
COc1ccc2cc(/C=C/C(=O)c3ccco3)c(Cl)nc2c1,50µM*,3%
CCOC(=O)N1CCN(C(=O)CCn2c(=S)[nH]c3cc(OCC)c(OCC)cc3c2=O)CC1,0%[59 µM],4%
N#CCCN/N=C(/Cc1nc2ccccc2[nH]1)c1ccc(Cl)cc1,?,-6%
CCNc1nc(=S)nc(NCc2ccccc2)[nH]1,17%,-8%
CCn1c(SCC(=O)Nc2nc3c(s2)CCCC3)nc2c1c(=O)n(C)c(=O)n2C,-4%,-1%
CC1=C(C(=O)OCC2CCCO2)C(c2ccc(C)o2)C2=C(CC(c3ccc(N(C)C)cc3)CC2=O)N1 (centres undefined),11µM*,40µM*
CCOc1ccc(NC(=O)CC)cc1,42%,-4%
CCCC(=O)c1ccc(O)cc1O,35%[activator],7%
CCN(CC)c1ccc2c(c1)CCCN2,1.8µM*,45µM*
CC1=CC(C)(C)N(C(=O)C(C)N2C(=O)c3ccccc3C2=O)c2c(C)cc(C)cc21 (centres undefined),20%[12.7 µM],-1%
O=C1NC(=O)[C@@H]2C3c4ccccc4C=CN3[C@H](C(=O)c3cccs3)[C@H]12 (some centres undefined),10µM*,-6%
Cc1cccn2c(=O)c3cc(C#N)c(=O)n(CC4CCCO4)c3nc12 (centres undefined),-31%[59 µM],12%

# A draw from above in order of heavy-atom count, ascending:
SMILES,G9a inh,BAZ2B block
O=C(Nc1ccccc1Cl)C1CC(=O)n2c(nc3ccccc32)N1 (centres undefined),-32%,-6%
Cc1noc2nc(-c3cccs3)cc(-c3nnc4n3CCCCC4)c12,-26%,5%
O=C(Cc1c[nH]c2ccccc12)Nc1cccc(S(=O)(=O)N2CCCCC2)c1,45µM*,?
Cc1nc(NC(=O)c2ccc(Cl)cc2)sc1-c1csc(Nc2cccc(F)c2)n1,50µM*,-3%[57.1 µM]
COC(=O)c1c(N)n(-c2ccc(N3CCOCC3)cc2)c2nc3ccccc3nc12,10µM*,?
Cc1ccc(-n2c(=O)c3sccc3n(Cc3cc(=O)n4ccccc4n3)c2=O)cc1F,18%[59 µM],-10%
COc1cc([C@@H]2c3cc4c(cc3[C@@H](O)[C@@H](CO)[C@@H]2CO)OCO4)cc(OC)c1O[Si](C)(C)C(C)(C)C,-36%[59 µM],?

# Additional records
SMILES,G9a inh,BAZ2B block
O=C(NC(=S)NCc1ccco1)c1cccc(Cl)c1,71µM*,?
COc1ccc(-c2nc(-c3cccc(C)c3)nc(Cl)c2C#N)cc1,50µM*,-35%
CC(=O)C1=C(O)C(=O)N(c2cccnc2)C1c1ccc([N+](=O)[O-])cc1 (centres undefined),-46%[59 µM],-35%
CCCNC(=O)OC[C@H]1O[C@H](CCO/N=C/C[C@@H]2C=C[C@H](OC(C)=O)[C@@H](COC(C)=O)O2)C=C[C@@H]1Oc1ccc(OC)cc1,?,-19%
COc1cc(NC(=O)c2cc(-c3cccnc3)nc3ccc(C)cc23)c(OC)cc1Cl,4%[59 µM],3%
COc1cccc(C2/C(=C(/O)c3ccncc3)C(=O)C(=O)N2CCCN(C)C)c1 (centres undefined),-30%,0%
O=C(OCC(=O)N1CCN(c2ccccc2)CC1)c1cnc(Cl)c(Cl)c1,-38%,0%
COC(=O)c1cc(N2C(=O)C3C(C2=O)C2(C)C=CC3(C)O2)ccc1Cl (centres undefined),?,?
Cc1ccc(N=c2c([N+](=O)[O-])nn(-c3ccc4c(c3)OCCO4)n2O)c(Cl)c1,45µM*,-27%
Cc1ccc(NC(NC(=O)OCCn2c([N+](=O)[O-])cnc2C)C(Cl)(Cl)Cl)cc1 (centres undefined),?,-8%
CCC(C)NC(=O)c1cc(Sc2nnc(C)s2)nc2ccccc12 (centres undefined),15%[59 µM],-2%
CCOC(=O)C1=C(C)N=C2SCCC(=O)N2C1c1ccc(OC)cc1 (centres undefined),-5%[12.7 µM],-14%
COc1ccc(OC)c(/C=C/c2ccc3cccc(O)c3n2)c1,-5%,16%
